AGP1 TOR yeast: modulators of AGP1-GFP expression in yeast TOR pathway, primary screen, cell-based, multiplex flow cytometry, S. cerevisiae, MLPCN library; 3 h; GFP as percent of DMSO wells; 0.02% of 320,000 active; GFP response vs DMSO, % at 10 µM;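 active means GFP response relative to DMSO above a set limit, near screen average plus 3 SD, cut at about 150% in these data; inconclusive means fewer than 70 cells counted for the yeast strain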;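 further: median GFP channel fluorescence of the gated AGP1 strain per well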
MCL1 BIM primary: inhibitors of MCL1 binding to BIM-BH3, primary screen, biochemical, fluorescence polarization; 0.68% of 320,000 active; GST-MCL1 / FITC-Bim-BH3 fluorescence polarization; AID 2057, 2009; inhibition, % at 10.9 µM; Induced myeloid leukemia cell differentiation protein Mcl-1 (Homo sapiens), Q07820;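 active means inhibition above the mean inhibition of all tested compounds plus 3 SD, set per campaign, cut at about 40% in these data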;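 further: 0% = DMSO wells and 100% = unlabeled Bim-BH3 peptide control; higher means more loss of mP so more displacement of Bim peptide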
MEX-5 binding: MEX-5 zinc finger RNA-binding disruptors – biochemical, C. elegans, fluorescence polarization, MLPCN library, primary screen | 0.38% of 300,000 active | activity score (negative = inhibition of binding), % at 10 µM | Zinc finger protein mex-5 (Caenorhabditis elegans), Q9XUB2 | AID 1832, 2009 | MEX-5/FITC-TCR2 RNA binding; hits give low values;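 active means inhibition past about -25% in most replicates, and total fluorescence under double the plate's negative control median, limit read from the data; inconclusive means replicates evenly split on the limit, or fluorescence at least double controls; inactive means too little inhibition in most replicates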;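 further: 0% = DMSO and -100% = 5 µM competing unlabeled TCR2 RNA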
Target sequence (Q9XUB2 whole entry, looked up): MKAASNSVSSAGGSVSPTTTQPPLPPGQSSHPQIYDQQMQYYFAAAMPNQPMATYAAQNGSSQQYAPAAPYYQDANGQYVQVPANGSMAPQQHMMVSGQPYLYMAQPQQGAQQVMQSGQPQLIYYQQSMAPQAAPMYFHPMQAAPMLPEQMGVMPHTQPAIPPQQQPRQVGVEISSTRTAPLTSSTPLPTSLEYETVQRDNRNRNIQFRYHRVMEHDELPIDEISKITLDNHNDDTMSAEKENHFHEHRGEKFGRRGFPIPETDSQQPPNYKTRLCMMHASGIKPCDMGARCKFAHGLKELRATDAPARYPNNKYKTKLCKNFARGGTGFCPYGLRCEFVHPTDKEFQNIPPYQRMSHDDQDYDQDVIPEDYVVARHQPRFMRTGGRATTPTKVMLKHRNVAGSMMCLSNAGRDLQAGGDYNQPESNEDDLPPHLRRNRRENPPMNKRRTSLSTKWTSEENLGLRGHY
GRK2 aptamer HTS: compounds blocking aptamer binding on GRK2 – biochemical, human GRK2, bead flow cytometry, HTS, primary screen | 0.59% of 330,000 active | FAM-aptamer displacement from GRK2 | Beta-adrenergic receptor kinase 1 (Homo sapiens), P25098 | inhibition of aptamer binding, % at 10 µM;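 active means inhibition of aptamer binding above 40%, roughly 3 SD of noise, on plates passing a quality check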;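 further: median bead fluorescence of bound FAM aptamer so fluorescent compounds give negative values; no value below 0 was filed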
VLA-4 inh: inhibition in human VLA-4 binding assay, primary screen, VLA-4 allosteric modulator project, MLPCN library, flow cytometry, VLA-4 expressing cells; Integrin alpha-4 (Homo sapiens), P13612; ligand binding flow cytometry; inhibition, % (about 7 µM as worked out from the volumes in the protocol); 0.2% of 330,000 active; in the data active means inhibition above about 50%
Yeast superoxide: reduction of superoxide in aged yeast, primary screen, HTS; superoxide response (% of plate mean), % at 10 µM; S. cerevisiae aged cells, superoxide DHE fluorescence; hits give low values; AID 2690, 2010; 0.18% of 330,000 active;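 active means superoxide response under a set limit, about three screen SD below normal, cut at about 65% in these data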;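 further: yeast aged for seven days with compound at 30 °C before DHE staining; 100% = average MFI of all compound-treated wells on the plate with controls excluded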
GLD-1 RNA inh: GLD-1/TGE RNA complex disruptors, primary screen, biochemical, fluorescence polarization; Female germline-specific tumor suppressor gld-1 (Caenorhabditis elegans), Q17339; purified GLD-1 + fluorescein TGE RNA; 0.44% of 320,000 active; inhibition, % at 5.96 µM;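 active means percent inhibition above a per-plate cutoff, the plate mean of test compounds plus 3 SD, cut at about 30% in these data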;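 further: 0% = DMSO wells with GLD-1 and probe and 100% = wells lacking GLD-1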
Target sequence (Q17339 whole entry, looked up): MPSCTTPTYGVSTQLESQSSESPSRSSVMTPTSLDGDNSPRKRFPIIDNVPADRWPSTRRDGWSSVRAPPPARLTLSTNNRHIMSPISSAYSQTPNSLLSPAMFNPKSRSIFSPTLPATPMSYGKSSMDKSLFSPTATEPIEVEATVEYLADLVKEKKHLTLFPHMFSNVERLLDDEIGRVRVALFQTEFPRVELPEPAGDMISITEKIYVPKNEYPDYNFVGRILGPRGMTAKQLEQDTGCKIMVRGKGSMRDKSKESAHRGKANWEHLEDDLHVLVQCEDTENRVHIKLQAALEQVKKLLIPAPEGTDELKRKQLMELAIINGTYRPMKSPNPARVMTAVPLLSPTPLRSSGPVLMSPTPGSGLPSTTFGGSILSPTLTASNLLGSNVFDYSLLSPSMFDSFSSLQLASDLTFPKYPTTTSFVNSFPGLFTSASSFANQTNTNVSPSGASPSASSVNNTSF
CIT2 TOR yeast: modulators of CIT2-GFP expression in yeast, primary screen, S. cerevisiae, GFP fusion, multiplex flow cytometry, MLPCN library | S. cerevisiae CIT2-GFP strain, 3 h; 100 means same as DMSO wells | GFP response vs DMSO, % at 10 µM | 0.065% of 320,000 active | AID 2029, 2009;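 active means GFP response relative to DMSO above a set limit, near the screen mean plus 3 SD, cut at about 150% in these data; inconclusive means Fewer than 70 cells measured for a yeast strain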;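 further: ratio of well median GFP fluorescence to mean of DMSO wells on the plate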
BCLXL inh: inhibitors of human Bcl-xL, primary screen, biochemical, fluorescence polarization, HTS; Bcl-2-like protein 1 (Homo sapiens), Q07817; 0.7% of 320,000 active; inhibition, % at 10.9 µM; GST-Bcl-xL / FITC-Bim BH3 peptide fluorescence polarization;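 active means inhibition above the mean of all tested compounds plus 3 SD, cutoff set per campaign, cut at about 30% in these data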;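 further: 0% = DMSO wells and 100% = unlabeled Bim-BH3 peptide competitor; inhibitors lower millipolarization by displacing the labeled peptide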
* hit, by the source's call; ? = inconclusive; nt = not tested or not shown; & = joins results of further samples; [ ] = another dose, or the depositor's remark.

SMILES	AGP1 TOR yeast	MCL1 BIM primary	MEX-5 binding	GRK2 aptamer HTS	VLA-4 inh	Yeast superoxide	GLD-1 RNA inh	CIT2 TOR yeast	BCLXL inh
Cc1nn(C)c(Oc2ccccc2)c1CCNC(=O)C(C)(C)C	93	-2	2.2	2	-2	102	-5	99	5
COc1ccccc1C(=O)Nc1nc2ccccc2[nH]1	99	1	0.0	1	4	86	5	93	3
CCOC(=O)CN/C=C(\C#N)c1ccccc1	102	-3	1.6	3	4	91	-14	99	1
Cc1ccc(C)c(NC(=O)CCCCCCCCCCC2COCCO2)c1 (centres undefined)	98	5	0.1	0	19	102	4	100	2
Cc1nc(NC(=O)CCc2ccccc2)ccc1Br	93	2	-3.7	1	8	114	1	71	2
O=C(NCc1cccs1)c1cc(S(=O)(=O)N2CCOCC2)c(Cl)cc1Cl	100	-6	2.2	0	12	114	-1	103	0
COc1cc(C(=O)O/N=C(\N)c2cccc([N+](=O)[O-])c2)cc(OC)c1OC	97	11	0.1	2	-4	94	4	96	3
O=C(NCc1ccccn1)c1ccc(Cl)c(S(=O)(=O)N2CCCCC2)c1	107	2	-0.3	2	-5	92	0	111	-6
CCN1CCN(CCOc2ccc(Br)cc2C)CC1	105	-2	3.0	0	8	103	-2	104	8
CC(=O)NC(CC(=O)N(Cc1ccccc1)c1ccc(C)cc1)c1ccccc1 (centres undefined)	98	9	1.1	0	20	101	-5	101	6
Cc1sc(-c2ccccn2)nc1OC(=O)c1ccc(F)cc1F	86	1	-14	0	4	91	-4	97	4
CC(=O)Nc1ccc(S(=O)(=O)Nc2ccccc2C(=O)N2CCCC2)cc1	94	-9	-1.3	0	-6	110	-8	106	-3
CN(Cc1cnn(C)c1)C(=O)C1CCC(=O)N(Cc2cccc(F)c2)C1 (centres undefined)	98	1	-1.2	1	0	90	8	98	3
CC(=O)Nc1ccc(S(=O)(=O)NC2C3(C)CCC(C3)C2(C)C)cc1 (centres undefined)	103	nt	-3.8	3	5	108	nt	98	nt
CCC(=O)c1ccc(OCC(=O)OCC(=O)NCC2CCCO2)cc1 (centres undefined)	86	-9	-1.5	0	-2	99	0	91	-1

Entries of single compounds, looked up by structure. Values in the order: AGP1 TOR yeast	MCL1 BIM primary	MEX-5 binding	GRK2 aptamer HTS	VLA-4 inh	Yeast superoxide	GLD-1 RNA inh	CIT2 TOR yeast	BCLXL inh
Profile of CCOC(=O)CN/C=C(\C#N)c1ccccc1 : 102	-3	1.6	3	4	91	-14	99	1
Profile of CCC(=O)c1ccc(OCC(=O)OCC(=O)NCC2CCCO2)cc1 (centres undefined) : 86	-9	-1.5	0	-2	99	0	91	-1

Other compounds follow:
SMILES	AGP1 TOR yeast	MCL1 BIM primary	MEX-5 binding	GRK2 aptamer HTS	VLA-4 inh	Yeast superoxide	GLD-1 RNA inh	CIT2 TOR yeast	BCLXL inh
Cn1c(=O)c2c(SCc3cccnc3)nc(CC(C)(C)C)nc2n(C)c1=O	100	0	1.6	3	-3	76	3	102	0
O=C(CSc1ccc2ccccc2c1)NC1CCCc2ccccc21 (centres undefined)	99	8	-0.5	4	4	96	6	99	2
NC(=O)C1(N2CCCCC2)CCN(C(=S)NCCc2ccccc2)CC1	98	4	0.4	1	7	107	1	92	-1
O=C(NCc1ccco1)c1ccc(Br)c(S(=O)(=O)N2CCCCC2)c1	95	-3	1.8	4	9	112	-1	95	-1
CCC(=O)Nc1ccc(C(=O)CSc2nnc(-c3ccccc3F)n2C2CC2)cc1	93	3	0.6	0	9	102	6	85	3
CC(=O)CCc1c(C)c2cccc(C)c2[nH]c1=O	105	-1	1.3	0	-6	92	-5	104	4
COc1ccc(CCNC(=O)c2ccc(NC3=NC4CS(=O)(=O)CC4S3)cc2)cc1OC (centres undefined)	101	5	-0.3	1	6	113	-4	106	4
COCc1nnc(NC(=O)c2cc3ccccc3o2)s1	78	9	-0.9	1	11	85	-3	101	3
Cc1nccn1CCCNC(=O)CC1C(=O)NCCN1Cc1ccc(Cl)c(F)c1 (centres undefined)	94	7	3.8	0	-2	95	11	95	9
Cc1cc(C)cc(NC(=O)CN(C)S(=O)(=O)c2cnc[nH]2)c1	100	6	2.3	0	7	102	-1	97	-1
COCCN(C(=O)COC(=O)c1nc(Cl)ccc1Cl)c1c(N)n(Cc2ccccc2)c(=O)[nH]c1=O	103	0	-6.1	0	-6	111	-15	96	3
CCOC(=O)N1CC(=O)Nc2ccc(Br)cc2C1c1ccccc1 (centres undefined)	97	3	1.9	0	-2	91	-1	99	2
C=C(C)c1cccc(C(C)(C)NC(=O)N2CCN(C)CC2)c1	97	-2	-4.6	0	4	100	3	97	8
O=S(=O)(NCCOCCNS(=O)(=O)c1ccccc1)c1ccccc1	104	-5	-0.7	0	1	107	-2	97	0
O=C(CN1C(=O)/C(=C\c2cccc(Cl)c2)Oc2ccccc21)N1CCN(c2ccccn2)CC1	99	7	-0.7	0	11	86	5	92	4
Cc1c(C(=O)NCCc2ccc(Cl)cc2)sc2nc3n(c(=O)c12)CCC3	101	3	-1.0	0	8	104	7	97	4
COc1ccc(NC(=O)[C@@H](NC(=O)c2ccccc2)C(C)C)cc1S(=O)(=O)N1CCCCC1	98	-14	nt	0	-6	105	4	100	-2
O=C(O)c1ccc(N(Cc2ccccc2)S(=O)(=O)c2ccccc2)cc1	95&99	4&-5	1.7&1.2	24&2	-1&0	101&92	-1&-12	91&93	5&-2
Cc1cccc(OCCn2cnc(Cl)c2Cl)c1	102	9	2.1	1	10	102	10	94	5
O=c1[nH]c(=S)[nH]c2nc(-c3cccs3)cc(C(F)(F)F)c12	104	15	-3.2	19	-7	101	11	109	17
COc1ccc2sc(N(CCCN(C)C)C(=O)c3ccc(S(=O)(=O)N4CCCc5ccccc54)cc3)nc2c1	99	-8	1.9	1	35	105	-7	95	-5
O=[N+]([O-])c1ccccc1CCc1cnc(Cl)s1	100	0	0.0	0	4	98	-1	101	-3
COCCCN1C(=O)CC(C(=O)OC)=C1C	102	-5	0.6	2	22	92	-4	99	3
COc1cccc(CN2c3ccc(Br)cc3C(=O)CS2(=O)=O)c1	84	12	nt	0	-5	112	8	85	6
COn1c(C)c(C(C)=O)c2c3nonc3ccc21	97	6	-1.6	0	-8	83	1	97	7
COc1ccc(C)cc1N(CC(=O)N/N=C/c1ccc2c(c1)OCO2)S(C)(=O)=O	99	1	-2.1	1	2	92	4	94	28
C=C(C)c1cccc(C(C)(C)NC(=O)N2CCN(c3ccc(OC)cc3)CC2)c1	92	-12	0.8	1	11	91	9	97	-7
O=C(COC(=O)/C=C/c1ccco1)Nc1ccc(F)cc1Cl	102	-1	-4.1	1	11	99	-9	92	-6
O=C(CNC(=O)c1cccc([N+](=O)[O-])c1)OCCCC(=O)c1ccc(F)cc1	107	nt	nt	3	1	95	1	100	nt
Cc1ccc(C)c(S(=O)(=O)N2CCCC2CNC(=O)C(=O)NCc2ccco2)c1 (centres undefined)	106	-1	-5.7	1	4	114	4	93	1
CS(=O)(=O)c1ccc(C(=O)OCC(=O)NCc2cccs2)cc1[N+](=O)[O-]	102	nt	nt	2	28	90	1	101	nt
O=[N+]([O-])c1ccc(-c2ccc(/C=N/Nc3nc(NCc4ccccc4)nc(N4CCOCC4)n3)o2)cc1	101	-82	-2.9	4	-77	106	-29	104	-13
Cn1nc(-c2ccccc2)c(C#N)c1Sc1cccc(Cl)c1	100	0	-0.5	3	2	112	1	102	7
COc1cc(CNC(=O)CCn2nc(C)c3c(C)n(-c4ccccc4)nc3c2=O)cc(OC)c1OC	104	-2	-2.2	0	5	111	-4	100	0
CC1CCN(C(=O)CCCC(=O)O)CC1	103	5	-0.1	0	0	101	5	108	4
O=C1C2C3c4ccccc4C(c4ccccc43)C2C(=O)N1c1cccnc1 (centres undefined)	98	0	-0.1	0	-1	83	2	115	1
CN(c1cccc(NC(=O)c2ccc(Cl)c(S(=O)(=O)N3CCOCC3)c2)c1)S(C)(=O)=O	?	nt	0.9	0	7	102	nt	98[may fluoresce red]	nt
COc1ccc(N(CCC(=O)Nc2ccccc2F)S(=O)(=O)c2ccc(C)cc2C)cc1	105	6	-0.8	3	0	101	10	99	2
CCN(CC)C(=O)c1sc(NC(=S)N2CCN(C(=O)C3CCCO3)CC2)c(C(=O)OC)c1C (centres undefined)	104	5	-0.9	0	8	94	2	103	2
CC(=O)CSc1ncnc2c1oc1ccccc12	98	2	0.9	0	-8	93	7	96	3
CCOC(=O)C1CCN(C(=O)C2CCN(S(=O)(=O)N3CCCC3)CC2)CC1	98	8	0.4	0	0	99	3	95	3
CCN(CC)c1nc2nonc2nc1N(CC)CC	104	-1	-0.1	2	0	95	0	105	4
CC(=O)NC1(C(Cl)(Cl)Cl)Oc2ccccc2O1	103	-2	-1.6	0	8	115	-8	96	4
CCOC(=O)C(NC(=O)Nc1ccc(Cl)cn1)(Oc1ccccc1)C(F)(F)F (centres undefined)	101	3	0.4	2	9	118	-1	97	2
O=S(=O)(c1cccs1)N1CN(Cc2cccs2)c2nc3ccccc3nc21	98	5	-2.1	4	7	101	3	97	2
CCCc1nnc(NC(=O)Cn2c(=O)oc3cc(Br)ccc32)s1	89	-12	nt	1	5	109	0	93	-9
CCC1(C)OC(=O)NN(c2ccc(C)cc2)C1(C)O (centres undefined)	94	8	0.6	0	0	105	0	97	2
NC(=O)CSc1nnc(COc2ccccc2)n1N	102	2	3.3	0	16	96	1	105	7
Cc1ccc(S(=O)(=O)Nc2ccc(Cl)cn2)cc1	96	-5	-0.6	0	1	88	1	111	2
Nc1cccc(/C=C/c2ccncc2)c1	98	5	1.7	2	17	93	-3	94	3
O=C(COc1ccc(S(=O)(=O)N2CCCC2)cc1)N1CCCC1	100	4	4.3	2	2	115	4	108	2
CCc1cccc(NC(=O)CC2Oc3ccccc3NC2=O)c1 (centres undefined)	88	-7	-2.0	2	12	103	5	88	-4
CSCCC(NC(=O)c1cc(C(C)(C)C)oc1C)C(=O)O (centres undefined)	98	7	-0.1	0	4	82	0	100	2
COc1ccc(-n2ccnc2SCC(=O)Nc2cc(C)on2)cc1	92	3	-0.7	4	0	106	5	93	1
CN(C)CCCNC(=O)CC1C[C@H](C(=O)N2CCOCC2)[C@@]2(CCC3CCCC3)c3[nH]c4ccccc4c3CCN2C1=O (some centres undefined)	90	nt	nt	15	-44	93	0	94	nt
CCOc1ccc(NC2OC(CO)C(O)C(O)C2O)c([N+](=O)[O-])c1 (centres undefined)	110	0	-3.4	0	9	92	2	103	-1
Cc1c(C(=O)N(C)C)sc(NC(=O)c2cccc([N+](=O)[O-])c2)c1C#N	103	0	0.2	0	9	121	5	99	7
CN(C)S(=O)(=O)c1cccc(NC(=O)CO/N=C(\N)c2ccccc2)c1	100	3	-0.4	0	-10	107	5	105	1

Outcome played no part in choosing rows; overall some 2.1% were active at least once.
